NPY-Y1 PAM-ag: potentiates or activates human NPY-Y1 receptor. P25929. NPY-Y1 expressing cells, potentiator/agonist activation. activation, % at 3.6 µM. 220,000 tested, 0.37% active. AID 1304; in the data active = activation above about 33%, passing the limit was not always enough;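 note: cells stimulated with NPY at EC10 then isoproterenol at EC100; 0% = low agonist plus stimulus and 100% = saturating agonist plus stimulus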
NPY-Y2 PAM-ag: human NPY-Y2 potentiation or agonism, primary screen; cells expressing NPY-Y2, potentiator/agonist read-out; 220,000 tested, 0.45% active; P49146; activation, % at 3.6 µM; in the data active = activation above about 27%;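 note: cells stimulated with NPY near EC25 plus isoproterenol at EC100; 0% = vehicle plus submaximal agonist and 100% = vehicle plus saturating agonist; some results beyond the cut were filed as inactive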
Target sequence (P49146 whole entry, looked up): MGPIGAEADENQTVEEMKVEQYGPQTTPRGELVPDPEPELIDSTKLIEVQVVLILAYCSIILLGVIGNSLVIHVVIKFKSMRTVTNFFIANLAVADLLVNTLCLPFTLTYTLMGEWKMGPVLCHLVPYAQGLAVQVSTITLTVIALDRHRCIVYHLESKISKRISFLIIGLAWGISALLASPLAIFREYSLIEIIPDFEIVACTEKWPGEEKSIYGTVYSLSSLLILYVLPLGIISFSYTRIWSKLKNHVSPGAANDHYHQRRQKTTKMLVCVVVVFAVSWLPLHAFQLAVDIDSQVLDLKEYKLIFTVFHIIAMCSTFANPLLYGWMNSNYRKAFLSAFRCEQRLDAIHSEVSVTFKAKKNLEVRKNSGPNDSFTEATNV
S1P4 antag: antagonists of human S1P4 receptor; O95977; S1P4-expressing cells, antagonist mode, reporter read-out; inhibition, % at 4.98 µM; 220,000 tested, 0.26% active; in the data active = inhibition above about 29%;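 note: 0% = wells stimulated with agonist and 100% = vehicle wells without agonist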
PGE2 EP2 inh: blocks the human prostaglandin E2 receptor EP2; P43116; C6 glioma cells expressing human EP2, cAMP TR-FRET; cells stimulated with saturating PGE2; inhibition, % at 25 µM; 260,000 tested, 0.52% active; AID 1422;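 active = percent inhibition above 40 after rounding to a whole number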;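 note: rat C6 glioma host cells with rolipram phosphodiesterase inhibitor present; the protocol text gives 20 µM as final concentration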
Target sequence (P43116 whole entry, looked up): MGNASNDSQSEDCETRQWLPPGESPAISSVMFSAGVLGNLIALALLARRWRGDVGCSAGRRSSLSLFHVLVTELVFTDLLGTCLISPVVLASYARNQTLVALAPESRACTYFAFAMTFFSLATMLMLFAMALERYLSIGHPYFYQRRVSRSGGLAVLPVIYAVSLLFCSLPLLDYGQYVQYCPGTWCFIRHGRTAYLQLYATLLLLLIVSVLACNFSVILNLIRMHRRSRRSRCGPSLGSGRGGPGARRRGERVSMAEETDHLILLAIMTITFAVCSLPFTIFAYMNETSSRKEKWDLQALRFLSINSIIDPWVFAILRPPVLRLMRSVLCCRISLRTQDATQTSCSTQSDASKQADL
S1P4 ag: human S1P4 receptor agonism; O95977; S1P4-expressing cell line, agonist reporter assay; activation, % at 4.98 µM; 220,000 tested, 0.35% active; in the data active = activation above about 11%;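 note: 0% = DMSO vehicle and 100% = reference agonist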
eIF4E-4G inh: eIF4E/eIF4G interaction inhibition in translation initiation; P63073+Q04637; TR-FRET eIF4E-eIF4GI(517-606) binding, 2 h; inhibition, % at 21.7 µM; 220,000 tested, 0.37% active; AID 782;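 active = inhibition above about 30%, limit read from the data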;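 note: 0% = full FRET control wells and 100% = background wells lacking eIF4GI fragment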
NPY-Y1 antag: NPY-Y1 (human) receptor antagonism. 200,000 tested, 1% active. P25929. inhibition, % at 3.6 µM. HEK293-CNG Y1 cells, membrane potential fluorescence; NPY at EC95, then isoproterenol;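 active = inhibition above the campaign mean inhibition of all tested compounds plus 3 SD, cut at about 20% in these data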;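 note: 0% = DMSO wells given NPY plus isoproterenol and 100% = isoproterenol alone without NPY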
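Benchmarks – high control isoproterenol alone, low control NPY with isoproterenol · Material – HEK293 Y1/CNG channel cell line · Times – dye 3 h, compound 60 min room temperature, stimulation 45 min · Probe or stimulus – NPY (25 nM), isoproterenol (1 µM), Ro 20-1724 (25 µM) · Evaluation – % inhibition of NPY effect · Signal – fluorescence, membrane potential probe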
p97 ATPase inh: human p97 ATPase inhibition; recombinant p97 ATPase, Kinase-Glo ATP luminescence, 3 h; 220,000 tested, 0.42% active; P55072; inhibition, % at 8 µM; in the data active = inhibition above about 15%;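 note: 0% = DMSO vehicle and 100% = wells lacking enzyme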
EP2 modulator: modulators of human EP2 prostaglandin E2 receptor; P43116; EP2-expressing cells, cAMP HTRF FRET, PGE2 co-stimulation; induction, % at 25 µM; 260,000 tested, 0.83% active; AID 940;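 active = compounds whose cAMP rise, as percent of the full-agonist control response, exceeds 60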;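 note: rat C6 glioma line stably carrying human EP2 under a CMV promoter; the protocol text gives 20 µM as final concentration; 100% = response of wells given 1 µM PGE2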
* hit, by the source's call; . = not tested or not shown; & = joins results of further samples; [ ] = remark or other dose.

SMILES	NPY-Y1 PAM-ag	NPY-Y2 PAM-ag	S1P4 antag	PGE2 EP2 inh	S1P4 ag	eIF4E-4G inh	NPY-Y1 antag	p97 ATPase inh	EP2 modulator
O=C(O)c1cccnc1C(=O)N1CCc2c([nH]c3ccccc23)C1C(F)(F)F (stereo not given)	-15	-1	18	11	1.6	6	.	-3	8
CCc1cccc(C)c1NC(=O)C(c1ccc(O)cc1)N1CCC1=O (stereo not given)	-44	4	-16	-3	-0.3	-6[fluorescence artefact?]	-3	10	12
CC(C)NCC(O)COCc1ccc(Cl)cc1 (stereo not given)	35	36	-7	5	1.6	-5	-6	4	-6
Cc1nc(-c2ccc(O)c(O)c2)cs1	-9	-5	-15	12	2.1	14	1	4	-22
Cc1ccccc1Sc1ncnc2onc(C)c12	-10	5	5	7	-0.1	2	6	5	17
CC1(c2ccccc2)CC(c2ccccc2)=Nc2nonc2N1 (stereo not given)	36	4	6	14	-0.2	-4	2	-3	34
FC(F)Sc1ccc(NC(=S)NC2CCC(NC(=S)Nc3ccc(SC(F)F)cc3)CC2)cc1 (stereo not given)	-1	1	-20	16	0.9	-26[fluorescence artefact?]	9	4	7
CCOc1ccc(NC(=O)COC(=O)C23CC4CC(CC(C4)C2)C3)c([N+](=O)[O-])c1	-20	-3	-11	9	1.6	-4	3	-6	48
O=C(Nc1c(F)cc(F)cc1Br)c1cc(-c2ccc(O)cc2)on1	4	-5	-7	17	1.9	-6	6	1	-22
CC1(C)CC(NC(=O)C23CCC(C)(C2Br)C3(C)C)CC(C)(C)N1 (stereo not given)	4	-8	-8	-3	1.0	4	.	-4	3
Cc1cc(C)n(-c2nc3c(c(=O)n(C)c(=O)n3C)n2CC(O)COc2ccccc2C)n1 (stereo not given)	-13	4	3	.	-0.8	.	2	3	.
O=S(=O)(c1ccc(Cl)cc1)n1c(Cc2ccccc2)nc2ccccc21	-4	-3	6	2	-0.6	13	6	5	6

Entries of single compounds, quoted from the list. Order of values: NPY-Y1 PAM-ag	NPY-Y2 PAM-ag	S1P4 antag	PGE2 EP2 inh	S1P4 ag	eIF4E-4G inh	NPY-Y1 antag	p97 ATPase inh	EP2 modulator
CC1(c2ccccc2)CC(c2ccccc2)=Nc2nonc2N1 (stereo not given) is listed with 36	4	6	14	-0.2	-4	2	-3	34
CC(C)NCC(O)COCc1ccc(Cl)cc1 (stereo not given) is listed with 35	36	-7	5	1.6	-5	-6	4	-6

(continued)
SMILES	NPY-Y1 PAM-ag	NPY-Y2 PAM-ag	S1P4 antag	PGE2 EP2 inh	S1P4 ag	eIF4E-4G inh	NPY-Y1 antag	p97 ATPase inh	EP2 modulator
Cc1csc(N(C(=O)c2cccc(S(=O)(=O)N(C)C)c2)c2ccccc2)n1	12	-1	-1	9	0.2	-10	1	1	-49
COc1cccc(C(=O)OC2CCN(C)CC2)c1	-21	-13	-12	3	0.3	5	-1	-1	0
O=C(/C(=C(\[O-])c1ccccc1)[n+]1ccc2ccccc2c1)c1ccc(Cl)cc1	15	0	-2	7	0.6	-1[fluorescence artefact?]	-2	3	3
O=C(N/N=C/c1ccc(-c2cccc(C(F)(F)F)c2)o1)c1ccccc1O	-3	-8	-1	9	3.2	7[fluorescence artefact?]	0	2	-4
COc1cc(OC)cc(C(=O)OCC(=O)NCc2ccc3c(c2)OCO3)c1	-21	-9	2	1	1.0	-1	1	0	-21
CC1=C/C(=N\NC(=S)Nc2cccnc2)CC(C)(C)C1	2	6	8	6	-0.1	-1	-2	-4	-21
CC1=C(C)C(c2ccccc2)NC(=S)N1 (stereo not given)	5	4	-10	10&6	-0.1	9[fluorescence artefact?]	0	3	-44&-18
Cc1nn(CCC(=O)NNC(=S)NCC(C)C)c(C)c1Br	8	9	-3	10	-1.0	3	-2	-10	22
O=C1CSC(c2cccc([N+](=O)[O-])c2)N1c1c(F)cccc1F (stereo not given)	-13	5	-13	4	0.7	2	-5	7	6
COc1cc(NC(=O)C2CC(c3cccc(OC)c3OC)=NO2)cc(OC)c1OC (stereo not given)	-20	9	-3	10	-2.4	9	-1	0	-45
CCCCc1nc2ccc(S(=O)(=O)O)cc2[nH]1	-8	6	1	8	1.7	1	.	-1	11
CCOC(=O)Cc1nnc(-c2ccccc2)o1	-14	1	-15	3	-0.2	0	2	1	10

Among those listed so far, two have an NH in an aromatic ring:
SMILES	NPY-Y1 PAM-ag	NPY-Y2 PAM-ag	S1P4 antag	PGE2 EP2 inh	S1P4 ag	eIF4E-4G inh	NPY-Y1 antag	p97 ATPase inh	EP2 modulator
O=C(O)c1cccnc1C(=O)N1CCc2c([nH]c3ccccc23)C1C(F)(F)F (stereo not given)	-15	-1	18	11	1.6	6	.	-3	8
CCCCc1nc2ccc(S(=O)(=O)O)cc2[nH]1	-8	6	1	8	1.7	1	.	-1	11

The results go on.
SMILES	NPY-Y1 PAM-ag	NPY-Y2 PAM-ag	S1P4 antag	PGE2 EP2 inh	S1P4 ag	eIF4E-4G inh	NPY-Y1 antag	p97 ATPase inh	EP2 modulator
CCCCCCCCCCCCS[C@H]1CS(=O)(=O)C[C@@H]1O	-21	-6	6	13	1.8	4	.	-8	-12
Fc1cccc(Nc2nc(Cl)nc(Cl)n2)c1	-2	-20	-3	10	0.1	0	-6	1	34
Cn1c(N)c(C(=O)COC(=O)c2cc(-c3ccco3)nc3ccccc23)c(=O)n(C)c1=O	-7	0	5	.	-0.5	4	-2	-2	16
CC(C)(C)OC(=O)N/N=C/c1cccc([N+](=O)[O-])c1	-2	0	11	2	-1.3	0	-1	3	-36
CC(NCc1ccncc1)C12CC3CC(CC(C3)C1)C2 (stereo not given)	12	-2	-14	7&13	3.5	2	6	4	-16&29
Clc1ccc(NCn2cncn2)nc1	3	10	-5	8	1.3	3	-2	8	3
Cc1ccc(C(C(=O)NC2CCCCC2)N(Cc2ccccc2)C(=O)Cc2c[nH]c3ccccc23)o1 (stereo not given)	-10	3	2	4	-0.6	-2	7	-1	-3
CCOC(=O)c1cnc(SC)nc1Nc1cccc2ccccc12	4	4	-7	6	1.7	-2	4	6	62*
CCOC(=O)C1=C(c2ccccc2)NC(=S)NC1c1ccc(Cl)cc1 (stereo not given)	4	-11	-1	11	-0.4	-3	.	3	47
Cc1cc(-c2n[nH]c(=S)n2Cc2ccccc2)cs1	4	-4	11	1	-0.8	7[fluorescence artefact?]	-1	-2	32
CCOc1ccc(OCc2ccc(C(=O)NCc3ccncc3)o2)cc1	-6	-21	-8	5	-1.6	-7	-3	2	-7
O=C(CN1CCN(C(=O)c2ccccc2)CC1)Nc1ncc(Br)cc1Br	13	-1	-9	18	-1.5	2	-10	5	7
CCN(c1ccccc1)S(=O)(=O)c1cc(C(=O)Nc2ccc(F)c(F)c2)ccc1F	15	11	-27	12	-1.6	-3	0	3	-5
COc1ccccc1Oc1ncnc2c1oc1ccccc12	-12	-14	-5	5	-2.4	-2	4	-1	-3
O=C(Nc1ccc(Cl)cc1)OCc1cncs1	5	2	-4	12	-1.8	0	3	-4	-33
O=C(O)CC/C(=N/NC(=O)CNC(=O)C(c1ccccc1)c1ccccc1)c1ccccc1	-11	-28	-1	7	-0.2	0	.	-5	6
COc1ccccc1NC(=S)NCC1CCCCC1	-1	5	-7	10	-2.1	2	-1	3	-46
CC(=O)OCC[n+]1c(C)n(-c2ccccc2)c2ccc(Cl)cc21	8	4	1	9	1.7	10	1	6	37
CCC/C(O)=C1\C(=O)CC(c2ccccc2)CC1=NCCc1c(C)[nH]c2ccccc12 (stereo not given)	2	-2	2	7	-1.0	0	-2	0	17
CCOC(=O)c1ccc(COC(=O)c2nonc2N)cc1	-8	-7	16	.	1.9	-8	1	2	-12
Cc1cc(C(=O)CSc2nnnn2C)c(C)n1-c1ccc2c(c1)OCCO2	-5	12	-6	8	1.7	1	2	11	-2
CC(C)(C)C(=O)COC(=O)CNC(=O)c1ccc(Oc2ccccc2)cc1	2	-12	12	12	-1.4	5	2	-1	10
CCOc1ccc(CN(C)CC(=O)c2c(N)n(Cc3ccccc3)c(=O)n(CC)c2=O)cc1OC	-4	-4	-16	16	0.2	-5	-1	1	-26
Cc1c(NC(=O)CC2CC(C)OC2=O)c(=O)n(-c2ccccc2)n1C (stereo not given)	-22	4	-6	4	-0.7	.	-4	0	.
COc1ccc(S(=O)(=O)NCC(=O)N(CC(=O)NC(C)(C)C)Cc2cccs2)cc1	-10	0	-3	13	-0.1	3	4	3	26
O=S(=O)(c1cccc(C(F)(F)F)c1)N1CCN(C(=S)NCc2ccco2)CC1	5	0	1	5	0.4	15	-4	2	-31
CC(=O)c1cccc(NC(=O)c2c(F)c(F)c(F)c(F)c2F)c1	-14	-1	-15	16	0.4	0	1	8	8
CCC(C)(C)NC(=O)C(c1cccn1C)N(Cc1ccc(OC)cc1)C(=O)Cn1nnc2ccccc21 (stereo not given)	-159	-81	-1	14	-0.5	0	52*	-6	39
COC(=O)c1ccc(C(=O)OC)c(NC2=NS(=O)(=O)c3ccccc32)c1	20	-3	-15	9	-1.4	1[fluorescence artefact?]	-1	-1	3
O=c1c(Cc2c(F)cccc2Cl)c(O)ccn1C1CCCCCC1	-6	9	3	6	2.3	-5	0	1	17
Cc1ccc(S(=O)(=O)NCC(=O)N2CCN(c3ccccn3)CC2)cc1	-18	-8	-4	4	0.3	3[fluorescence artefact?]	-1	-5	16
O=C(Cc1ccc(Cl)cc1)Nc1ccc(Br)cc1	9	1	1	3	0.1	4	2	1	6
Cn1c(NC(=O)c2ccc(S(=O)(=O)N3CCCCC3)cc2)cc(=O)n(C)c1=O	7	-2	-2	5	0.5	-2[fluorescence artefact?]	-3	4	14
CCN(CC)C(=S)Nc1c(C)n(C)n(-c2ccccc2)c1=O	10	1	-25	3	0.0	-1	-1	1	-13
CC1=C/C(=N\NC(=S)NCc2ccccc2)CC1	-13	-16	-1	9	-0.1	-1	-2	3	-29
COc1ccc(CCNC(=O)COc2nncc3ccccc23)cc1	14	-2	-11	2	1.1	0	-1	4	5
O=C(O)c1cccc(S(=O)(=O)N2CCN(C(c3ccccc3)c3ccccc3)CC2)c1	9	6	8	3	-0.3	4	6	4	37
COC(=O)c1cc(-c2ccc(Cl)cc2Cl)n[nH]1	9	-4	-7	5	-1.0	1	-7	-4	-12
CC(=O)Nc1ccc(S(=O)(=O)N2CCN(C)CC2)cc1	12	-1	-4	2	-2.0	3	-7	4	-2
Cc1ccc(N2CCN(c3ccc(NC(=O)CCC(=O)O)cc3)CC2)cc1	12	-6	-5	7	0.7	3	-3	2	31
COc1ccc(-c2nc(-c3ccccn3)nc(N3CCN(C)CC3)c2C#N)cc1	-10	0	-13	7	-1.0	-2	7	-3	-6
C[n+]1ccccc1COc1ccc(C(C)(C)C)cc1	1	16	-13	9	2.0	3	-3	-1	8
Cc1ccc(CN=c2c([N+](=O)[O-])nn(-c3cccc(C)c3)n2O)cc1	-1	-3	-19	2	0.0	-1	1	3	25
O=c1c([N+](=O)[O-])c(N2CCOCC2)c2ccccc2n1Cc1ccccc1	-8	-1	-5	7	-1.5	4	-1	2	29
COC(=O)c1ccc(NC(=O)C23CCC(C)(C(=O)O2)C3(C)C)cc1 (stereo not given)	10	-31	2	1	0.3	2	-3	3	13
CCNC(=S)Nc1cccc(S(=O)(=O)NC2=NCCC2)c1	-15	-10	-13	9	-0.4	0	0	-2	13
COc1ccccc1CNC(=O)CSc1nc2ccccc2c(=O)n1CCCN1CCOCC1	20	13	-3	5	-0.4	-3	5	-1	7
O=Cc1cnc(N2CCN(c3ccccc3)CC2)s1	6	-8	14	3	-0.9	1	4	-1	14
C/C=C/C(=O)Nc1nnc(C(C)C)s1	8	-7	-11	10	-0.6	-1	-5	0	18

High-throughput results from PubChem.

A portion of the library; rates above refer to the full screens.
